Screens from PubChem.
STAT3 act: IL-6 driven STAT3 reporter potentiators, primary screen, U3A cells, luciferase, luminescence, MLSCN library; IL-6 STAT3-luciferase reporter; 100% = signal with IL-6 EC80 alone; activation (% of control), % at 5.6 µM; 190,000 tested, 0.91% active; AID 871, 2007;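 active means activation above the screen-wide mean of compound activation plus 3 SD, cut at about 130% in these data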;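 further: 0% = background luminescence of wells with medium and substrate only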
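Test system: Human STAT1-deficient U3A cells with stable STAT3-luciferase reporter | Also added: Interleukin-6, 33 ng/mL | Timing: Compound pre-incubation 1 h before IL-6, then 6 h stimulation at 37 °C | Technique: Luciferase reporter luminescence | Read-out: Percent of IL-6-only median luminescence | Benchmarks: IL-6-only wells as 100% reference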
bIAP act: bovine intestinal alkaline phosphatase activators, primary screen, biochemical, bovine IAP, CDP-star luminescence. alkaline phosphatase, intestinal [Bos taurus]. activation factor at 20 µM. 200,000 tested, 0.17% active. purified bovine IAP, 30 min; stronger effect = higher value; fold of DMSO-control signal, blank-subtracted;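 active means activation factor of 2 or more at 20 µM, a signal rise over negative controls twice the positive control's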
STAT3 inh: IL-6 driven STAT3 reporter inhibitors, primary screen, U3A cells, luciferase, luminescence, MLSCN library; IL-6 STAT3-luciferase reporter; host cell line lacks STAT1; inhibition, % at 5.5 µM; 190,000 tested, 0.89% active;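 active means inhibition above the mean inhibition across all screened compounds plus 3 SD, cut at about 44% in these data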;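 further: 0% = DMSO only wells and 100% = 100 µM nifuroxazide control wells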
bIAP inhibitor: bovine intestinal alkaline phosphatase inhibitors, primary screen, selectivity assay for TNAP inhibitor project, biochemical, bovine IAP, CDP-star luminescence; alkaline phosphatase, intestinal [Bos taurus]; purified bovine IAP, 30 min; inhibition, % at 20 µM; 190,000 tested, under 10 active;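 active means over 50% inhibition of intestinal alkaline phosphatase at 20 µM in the single-dose screen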
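Assay system: bovine IAP enzyme; medium: DEA buffer 100 mM, pH 9.8, with MgCl2 1.0 mM, ZnCl2 0.02 mM; doses: 20 µM single dose; incubation: enzyme reaction for 30 min at room temperature; detection: CDP-star luminescence signal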
PPARg SRC2 recr: agonists of PPARg-SRC-2 recruitment, primary screen, biochemical, HTS. Peroxisome proliferator-activated receptor gamma (Homo sapiens), P37231. PPARgamma LBD-SRC-2 recruitment. activation, % at 8 µM. 200,000 tested, 0.34% active. AID 1032, 2008; in the data active means activation above about 22%;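 further: 0% = vehicle and 100% = reference agonist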
Target sequence (P37231 whole entry, looked up, the tested form may be a part): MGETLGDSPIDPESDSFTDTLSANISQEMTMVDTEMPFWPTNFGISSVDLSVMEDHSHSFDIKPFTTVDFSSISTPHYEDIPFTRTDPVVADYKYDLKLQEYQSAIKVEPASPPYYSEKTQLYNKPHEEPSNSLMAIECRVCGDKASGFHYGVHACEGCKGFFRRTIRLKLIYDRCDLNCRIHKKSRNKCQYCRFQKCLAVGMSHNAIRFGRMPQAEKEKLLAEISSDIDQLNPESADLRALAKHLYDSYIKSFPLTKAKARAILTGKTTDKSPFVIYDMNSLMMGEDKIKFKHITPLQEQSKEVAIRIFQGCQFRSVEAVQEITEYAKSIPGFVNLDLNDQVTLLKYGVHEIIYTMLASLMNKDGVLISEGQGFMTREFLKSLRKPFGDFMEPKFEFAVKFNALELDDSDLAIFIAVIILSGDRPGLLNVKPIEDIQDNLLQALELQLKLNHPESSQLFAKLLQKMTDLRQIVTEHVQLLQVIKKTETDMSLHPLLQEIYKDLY
STAT1 blocker: STAT1 signaling inhibitors, primary screen, cell-based, HTS, luciferase reporter; NIH 3T3 STAT1-luciferase reporter, IFN-gamma, luminescence; inhibition, % at 5.5 µM; 200,000 tested, 0.35% active;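 active means inhibition above a set limit, the mean inhibition across all tested compounds plus 3 SD, cut at about 34% in these data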;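 further: 0% = IFN-gamma with DMSO and 100% = IFN-gamma with 300 µM nifuroxazide; values of inactives mirror those of a sister screen read the other way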
TNAP act hi DEA: TNAP activators at high phosphate acceptor level, primary screen, biochemical, luminescence, uHTS; Alkaline phosphatase, tissue-nonspecific isozyme (Homo sapiens), P05186; purified TNAP, CDP-star luminescence, 1 M DEA, 30 min; stronger effect = higher value; 0 = EDTA background, 1 = DMSO-only activity; activation factor at 20 µM; 200,000 tested, under 10 active;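 active means activation factor at least 2 at 20 µM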
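system = human TNAP | amount = enzyme diluted 1/800 final | reagent = 100 µM CDP-star substrate | signal = luminescent substrate turnover signal | dosing = one dose, 20 µM | benchmarks = EDTA negative control, DMSO positive control | measure = activation factor | timing = 30 min reaction, room temperature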
PPARg SRC1 recr: PPARgamma agonists recruiting SRC-1 coactivator, primary screen, biochemical. Peroxisome proliferator-activated receptor gamma (Homo sapiens), P37231. PPARgamma-SRC-1 coactivator recruitment biochemical assay. activation, % at 8 µM. 200,000 tested, 0.41% active. AID 631, 2007; in the data active means activation above about 19%;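 further: 0% = DMSO and 100% = reference agonist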
TR-FRET SRC-2 ct: TR-FRET signal artefacts, primary screen, artefact control for PPARgamma SRC-2 agonist project, biochemical. TR-FRET artefact counter-screen; stronger effect = higher value. TR-FRET ratio at 8 µM. 200,000 tested, 0.4% active; in the data active means TR-FRET ratio above about 2000; further: inactives centre near 1500
ROMK mod: ROMK potassium channel modulators, primary screen, cell-based, thallium flux, MLSMR library. ATP-sensitive inward rectifier potassium channel 1 (Homo sapiens), P48048. Tet-inducible ROMK, thallium flux fluorescence; actives lie on both sides. B-score at 10 µM. 130,000 tested, 2% active;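 active means signal ratio slope over the read window, or its plate-corrected B-score, at least 3 SD from the plate mean, either direction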;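 further: B-score of the F/F0 ratio slope over 7 to 12 s after thallium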
Target sequence (P48048 whole entry, looked up): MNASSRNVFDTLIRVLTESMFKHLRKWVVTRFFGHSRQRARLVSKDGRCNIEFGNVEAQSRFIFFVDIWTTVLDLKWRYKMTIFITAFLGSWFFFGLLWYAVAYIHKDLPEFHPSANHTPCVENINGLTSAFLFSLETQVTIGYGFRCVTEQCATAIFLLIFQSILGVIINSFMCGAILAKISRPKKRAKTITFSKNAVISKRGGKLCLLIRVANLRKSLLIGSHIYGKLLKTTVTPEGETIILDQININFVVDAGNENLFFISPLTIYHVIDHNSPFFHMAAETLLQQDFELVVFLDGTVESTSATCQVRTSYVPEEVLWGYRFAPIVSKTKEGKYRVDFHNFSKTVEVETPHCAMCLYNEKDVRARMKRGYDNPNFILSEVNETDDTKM
PPARg SRC3 recr: PPARgamma agonists recruiting SRC-3 coactivator, primary screen, biochemical; Peroxisome proliferator-activated receptor gamma (Homo sapiens), P37231; biochemical PPARgamma/SRC-3 coactivator recruitment assay; activation, % at 8 µM; 200,000 tested, 0.26% active; in the data active means activation above about 23%;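 further: 0% = DMSO and 100% = reference agonist; some compounds past the cut are filed as inactive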
The depositor's hits bear a star; nt = not tested or not shown.

mol	STAT3 act	bIAP act	STAT3 inh	bIAP inhibitor	PPARg SRC2 recr	STAT1 blocker	TNAP act hi DEA	PPARg SRC1 recr	TR-FRET SRC-2 ct	ROMK mod	PPARg SRC3 recr
COC(=O)c1ccc(CN(Cc2ccc(C(=O)OC)o2)C(C)(C)C)o1	99	1.1	4	-7	-5	-9	1	-4	1473	-0.081	-14
Cc1cccc(C2Nc3ccccc3C(=O)N2c2ccccc2)n1 (centres undefined)	96	0.9	8	7	8	-2	0.9	-2	1547	nt	-1
CNC(=O)CS(=O)CC(=O)Nc1cc(OCCOC)c(Cl)cc1Cl (centres undefined)	98	1.2	7	-19	1	-3	1.1	-5	1380	nt	-2
O=C(c1cccs1)c1no[n+]([O-])c1C(=O)c1cccs1	115	0.9	-18	6	7	14	1	2	1498	nt	16
Cn1c(C(=O)N2CCN(c3cccc(C(F)(F)F)c3)CC2)cc2sccc21	105	0.9	-1	7	10	-5	1.1	1	1573	nt	6
CCc1nc2ccc(C(=O)NCc3ccccc3)cc2nc1CC	92	1	16	2	-3	2	1.1	-3	1395	0.67	0
COc1ccc(C2(C)NC(=O)N(Cc3cc(Cl)cc4c3OCOC4)C2=O)cc1OC (centres undefined)	108	0.9	-4	10	-13	2	1	7	1666	nt	-9
COc1cc(NC(=O)C/C(C)=N/NC(=O)Cc2ccccc2)c(OC)cc1Cl	100	0.9	-1	12	2	13	1	-1	1714	nt	7
CSCCC(C(=O)O)N1C(=O)c2ccc(C(=O)O)cc2C1=O (centres undefined)	101	0.9	0	8	-2	2	1.1	-1	1479	nt	-18
O=C(Nc1cccc(NC(=O)C2CC3CCCC(C2)C3=O)n1)C1CC2CCCC(C1)C2=O (centres undefined)	96	0.9	8	8	0	5	1.1	6	1580	0.38	4
COc1cccc(NC(=O)Cc2cccs2)c1	101	0.9	0	13	5	-7	1.1	5	1418	-0.12	7
Cc1ccc(S(=O)(=O)N2CCOCC2)cc1NC(=O)COC(=O)CNC(=O)c1ccc(Oc2ccccc2)cc1	113	0.9	-12	8	-3	0	1	4	1524	nt	2
c1ccc(CSCc2cn3ccccc3n2)cc1	97	0.9	5	6	9	-59	1	2	1495	0.19	4
CCCCC(=O)N(Cc1ccc(-c2ccccc2-c2nn[nH]n2)cc1)[C@H](C(=O)O)C(C)C	nt	0.9	nt	8	-2	nt	1.1	3	1455	nt	2
COC(=O)C1=COC(C)C2CN3CCc4c([nH]c5ccccc45)C3CC12 (centres undefined)	105	1	-2	-5	4	0	1	2	1530	nt	-5
CC(C)CNC(=O)CCCc1ccccc1	108	0.9	-10	10	8	-7	1	-2	1542	0.87	0
CCCN(CC1CC1)c1nc(N)c(C#N)c(CC#N)c1C#N	109	0.9	-13	8	-2	5	1	0	1532	-2	0
O=C(Nc1nc2ccccc2s1)C1CC(=O)N(c2ccccc2)C1 (centres undefined)	114	0.8	-12	16	18	3	1	3	1693	nt	1
COc1ccc(OC)c(C(C(=O)NCc2ccco2)N(C(=O)Cn2nnc3ccccc32)C(C)C)c1 (centres undefined)	107	1.3	-5	-34	-3	-4	1	2	1422	-0.27	-3
S=C(NCCN1CCOCC1)Nc1ccccc1Cl	98	1.1	5	-13	-9	10	1	-2	1534	nt	-6
C(=N\n1cnnc1)/c1cccs1	109	0.9	-9	15	-3	-1	1	0	1431	nt	3
COc1ccc2[nH]c(=O)c(CNc3cccc(C)c3)cc2c1	112	0.8	-14	17	-1	-4	1	-4	1432	nt	-1
Clc1ccccc1-c1nc2nc3ccccc3nc2n1-c1ccc2c(c1)OCO2	93	1.1	9	-9	5	0	1	-1	1535	nt	0
Cn1cccc1CC(=O)N/N=C/C=C/c1ccccc1	110	1	-14	2	8	-23	1	-7	1660	0.52	-1
Nc1nnc(CCCCCc2nnc(N)s2)s1	108	1	-10	-1	-8	3	1	-1	1383	0.27	-1
O=S(N1CCCCCC1)C12CC3CC(CC(C3)C1)C2 (centres undefined)	106	1	-3	3	2	-2	1.1	6	1517	-0.49	-19
Cc1ccc(-c2csc(Nc3ccccc3)[n+]2CCc2ccccc2)cc1	111	0.7	-10	34	-8	-5	1	10	1707	0.0036	1
N#Cc1nc(Cc2ccccc2)oc1NCc1cccnc1	102	1	-1	2	9	-4	1	4	1477	nt	8
CCCCNC(=O)COC(=O)c1c2c(nc3ccccc13)/C(=C/c1cccs1)CC2	99	1.2	4	-17	4	28	1	5	1548	nt	4
COc1ccc(C(c2nnnn2CC2CCCO2)N2CCN(c3ccc(F)cc3)CC2)cc1 (centres undefined)	100	1.1	1	-13	-7	-2	1	-4	1446	0.32	-6
COc1ccc2cc(/C(C)=N/NC(=S)Nc3cc(S(=O)(=O)N4CCOCC4)ccc3N3CCOCC3)ccc2c1	70	1.2	41	-23	-3	1	1	3	1852	2.2	2
C=CCn1c(O)c(N=O)c2cc(C)ccc21	96	1	7	1	0	5	1	5	1728	-1.5	5
Cc1c(NC(=O)C(C)OC(=O)C23CC4CC(CC(Br)(C4)C2)C3)c(=O)n(-c2ccccc2)n1C (centres undefined)	103	1	4	-2	0	0	1	-2	1648	1.8	-3
CC1(C)CC(=O)NC=C(c2ccccc2)C1	105	1	0	3	6	7	1.1	4	1564	nt	-3
O=C(Nc1ccccc1F)c1ccccc1-c1ccccc1	103	0.6	2	36	-1	-3	1	2	1545	nt	1
CCOc1ccc2cc(C#N)c(SCC(=O)OC)nc2c1	107	0.9	-4	9	-4	-55	1	5	1703	-0.5	0
O=C(CCCOc1ccc(Cl)cc1Cl)N/N=C/c1ccccc1	111	0.8	-8	18	-11	11	1	-4	1317	-0.39	-5
O=C(NCc1ccco1)c1ccc2c(c1)C(=O)c1ccccc1-2	95	0.9	8	10	9	-19	1	4	1464	-0.25	6
O=C(CSc1n[nH]c(-c2ccccc2)n1)NCc1cccc(C(=O)O)c1	99	1	5	-5	3	-10	1	4	1611	-0.5	0
O=C(Nc1cccc(NC(=O)c2ccc3c(c2)OCO3)c1)c1ccccc1	97	1	11	-4	6	-3	1	4	1580	0.35	-2
CC(=O)c1ccc(N2CCN(C(=O)CCCn3c(=O)[nH]c4ccccc4c3=O)CC2)cc1	102	1	-1	3	3	-2	1	-4	1497	-0.52	-4
Cc1ccc(C(C(=O)NC2CCCCC2)N(C(=O)Cc2c[nH]c3ccccc23)c2ccccc2C)o1 (centres undefined)	111	1	-12	3	14	-3	1	3	1633	0.51	1
Oc1cccc2c(NC(=S)Nc3ccc(OC(F)F)cc3)cccc12	107	0.9	-7	6	18	6	1	14	1619	-0.13	3
CC(C)Nc1nc(NC(C)C)nc(OCCOC(=O)Nc2ccccc2)n1	104	0.9	2	13	0	2	1.1	-5	1502	-0.47	-4
COCc1cccc(NC(=O)CCc2ccccc2)c1	92	1	17	-2	-1	-13	1	8	1638	-0.32	1
COc1cccc(/C=N/NC(=O)c2c(C)nc3ccc(Br)cn23)c1	100	1	4	2	8	6	1	7	1706	0.0026	2
O=C1c2ccccc2C(O)N1CCN1CCOCC1 (centres undefined)	107	0.9	-4	8	6	4	1	-3	1611	nt	7
Cc1ccc(CS(=O)(=O)Cc2ccc(C(=O)NCc3cccs3)o2)cc1	102	0.8	9	17	7	10	1	4	1821	-0.48	4
O=C(Nc1ccc(C(F)(F)F)cc1)c1ccc2nc[nH]c2c1	108	0.9	0	6	1	-13	1	2	1305	0.32	1
COc1ccc(N2CC(C)Cn3c2nc2c3c(=O)n(Cc3ccc(C)cc3)c(=O)n2C)c(OC)c1 (centres undefined)	99	1	2	-2	-6	3	1	6	1329	1.2	-3
Cc1cccc(C)c1NC(=O)CSCC(=O)O	98	0.9	9	7	6	2	1	0	1429	1.1	-3
CCCCOC(=O)C1CCCC(C)N1 (centres undefined)	102	0.9	5	5	2	-1	1	6	1453	nt	-1
O=C(Nc1cc(C(F)(F)F)ccc1N1CCOCC1)c1cccnc1	103	0.9	0	8	11	5	1	5	1560	-0.53	20
O=C(NNC(=O)c1ccc(F)cc1F)c1ccc2c(c1)OCO2	103	1	5	-4	-5	-26	1	-1	1552	1.7	-3
COc1cc(/C=C/C(=O)OCC(=O)NC(=O)NCc2ccccc2)ccc1OCC#N	95	0.9	10	11	-6	-7	1	6	1434	0.11	2
COCC(C)Nc1nc(C)c(C(C)=O)s1 (centres undefined)	99	1	6	3	1	-7	1.1	6	1659	0.086	-3

The results go on:
mol	STAT3 act	bIAP act	STAT3 inh	bIAP inhibitor	PPARg SRC2 recr	STAT1 blocker	TNAP act hi DEA	PPARg SRC1 recr	TR-FRET SRC-2 ct	ROMK mod	PPARg SRC3 recr
COc1ccccc1Nc1nc2c(C)cccc2cc1C#N	86	1.1	21	-6	0	-7	1	4	1488	nt	5
COC(=O)c1cc(C#N)c(OC(C)C)nc1C	99	1	5	-2	14	-5	1	7	1759	0.49	-1
CCN(Cc1ccncc1)C(=O)C1CCN(S(=O)(=O)c2cccs2)CC1	94	0.9	8	7	8	2	1	0	1637	0.05	-3
C(=N/Nc1nccs1)/c1cccnc1	100	0.9	11	6	5	-15	1	-1	1434	1.7	4
CN1CCN(c2ccc(NC(=O)COc3ccccc3[N+](=O)[O-])cc2)CC1	104	1.1	5	-10	3	-11	1	2	1715	0.0012	4
COc1ccc(C2=NOC(C(=O)NCCN3CCOCC3)C2)cc1 (centres undefined)	108	0.9	-3	7	5	0	1.1	6	1670	nt	8
COc1ccc(CCC(=O)N2CCCSC2=Nc2ccc(C(C)=O)cc2)cc1	107	1.1	-2	-11	4	-3	1	8	1501	nt	3
